MEX-5 binding – C. elegans MEX-5 TCR-2 RNA binding activity; activity score (negative = inhibition of binding), % at 10 µM; hit rate 0.38% among 300,000; MEX-5/FITC-TCR2 RNA binding, fluorescence polarization; active compounds read low; AID 1832;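 active means inhibition past about -25% in most replicates, and total fluorescence under double the plate's negative control median, limit read from the data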;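 further: 0% = DMSO and -100% = 5 µM competing unlabeled TCR2 RNA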
Target sequence (Q9XUB2 whole entry, looked up): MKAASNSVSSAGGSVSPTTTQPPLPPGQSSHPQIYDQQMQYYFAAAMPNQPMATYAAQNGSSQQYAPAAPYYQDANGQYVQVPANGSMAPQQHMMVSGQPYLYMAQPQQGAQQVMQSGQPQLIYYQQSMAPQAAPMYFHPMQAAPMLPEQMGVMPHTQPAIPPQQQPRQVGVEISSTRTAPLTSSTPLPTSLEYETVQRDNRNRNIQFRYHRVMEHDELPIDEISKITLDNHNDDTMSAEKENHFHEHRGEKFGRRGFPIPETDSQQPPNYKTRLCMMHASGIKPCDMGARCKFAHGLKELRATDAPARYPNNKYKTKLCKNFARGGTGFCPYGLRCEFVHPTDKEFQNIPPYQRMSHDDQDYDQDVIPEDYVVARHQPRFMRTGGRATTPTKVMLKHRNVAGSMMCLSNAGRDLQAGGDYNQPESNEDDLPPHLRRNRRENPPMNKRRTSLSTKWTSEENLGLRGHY
GRK2 aptamer HTS – inhibitors of human GRK2 displacing RNA aptamer; P25098; bead flow cytometry, FAM-aptamer displacement from GRK2; inhibition of aptamer binding, % at 10 µM; hit rate 0.59% among 330,000; AID 488847;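 active means inhibition of aptamer binding above 40%, roughly 3 SD of noise, on plates passing a quality check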;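 further: median bead fluorescence of bound FAM aptamer so fluorescent compounds give negative values; no value below 0 was filed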
CR mimetic SO – yeast age-related superoxide inhibition as caloric restriction mimetic; S. cerevisiae aged cells, superoxide DHE fluorescence; active compounds read low; superoxide response (% of plate mean), % at 10 µM; hit rate 0.18% among 330,000;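 active means superoxide response under a set limit, about three screen SD below normal, cut at about 65% in these data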;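 further: yeast aged for seven days with compound at 30 °C before DHE staining; 100% = average MFI of all compound-treated wells on the plate with controls excluded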
AGP1-GFP MLPCN – alters AGP1-GFP fluorescence in TOR pathway yeast screen; AID 2066; S. cerevisiae AGP1-GFP multiplex flow cytometry, 3 h; GFP as percent of DMSO wells; GFP response vs DMSO, % at 10 µM; hit rate 0.02% among 320,000;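 active means GFP response relative to DMSO above a set limit, near screen average plus 3 SD, cut at about 150% in these data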;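 further: median GFP channel fluorescence of the gated AGP1 strain per well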
VLA-4 inh – inhibition in a human VLA-4 binding assay; VLA-4 expressing cells, ligand binding flow cytometry; AID 2557; inhibition, % (about 7 µM as worked out from the volumes in the protocol); hit rate 0.2% among 330,000; in the data active means inhibition above about 50%
BCLXL inh – inhibitors of human Bcl-xL; hit rate 0.7% among 320,000; GST-Bcl-xL / FITC-Bim BH3 peptide fluorescence polarization; inhibition, % at 10.9 µM; Q07817;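 active means inhibition above the mean of all tested compounds plus 3 SD, cutoff set per campaign, cut at about 30% in these data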;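 further: 0% = DMSO wells and 100% = unlabeled Bim-BH3 peptide competitor; inhibitors lower millipolarization by displacing the labeled peptide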
Target sequence (Q07817 whole entry, looked up): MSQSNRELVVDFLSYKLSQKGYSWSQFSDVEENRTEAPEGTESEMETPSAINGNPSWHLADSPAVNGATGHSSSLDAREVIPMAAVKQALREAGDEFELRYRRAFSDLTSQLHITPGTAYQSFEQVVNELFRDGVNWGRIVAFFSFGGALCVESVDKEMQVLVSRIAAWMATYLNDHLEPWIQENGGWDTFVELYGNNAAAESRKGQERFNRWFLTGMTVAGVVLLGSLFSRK
CIT2 TOR yeast – alters CIT2-GFP fluorescence in TOR pathway yeast screen; hit rate 0.065% among 320,000; GFP response vs DMSO, % at 10 µM; S. cerevisiae CIT2-GFP strain, flow cytometry, 3 h; 100 means same as DMSO wells;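 active means GFP response relative to DMSO above a set limit, near the screen mean plus 3 SD, cut at about 150% in these data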;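 further: ratio of well median GFP fluorescence to mean of DMSO wells on the plate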
MCL1-BIM inh – MCL1-BIM-BH3 interaction inhibition (human); GST-MCL1 / FITC-Bim-BH3 fluorescence polarization; Q07820; inhibition, % at 10.9 µM; hit rate 0.68% among 320,000; AID 2057;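 active means inhibition above the mean inhibition of all tested compounds plus 3 SD, set per campaign, cut at about 40% in these data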;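 further: 0% = DMSO wells and 100% = unlabeled Bim-BH3 peptide control; higher means more loss of mP so more displacement of Bim peptide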
Target sequence (Q07820 whole entry, looked up): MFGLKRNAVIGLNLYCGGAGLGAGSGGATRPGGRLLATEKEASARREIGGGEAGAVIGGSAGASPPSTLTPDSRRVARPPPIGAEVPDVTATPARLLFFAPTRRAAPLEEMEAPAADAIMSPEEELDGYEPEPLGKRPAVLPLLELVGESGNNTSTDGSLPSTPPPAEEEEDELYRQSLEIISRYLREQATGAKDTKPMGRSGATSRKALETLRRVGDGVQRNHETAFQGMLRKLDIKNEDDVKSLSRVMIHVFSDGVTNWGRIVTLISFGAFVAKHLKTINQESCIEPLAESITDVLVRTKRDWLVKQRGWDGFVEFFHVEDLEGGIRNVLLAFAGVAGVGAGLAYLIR
GLD-1 TGE inh – GLD-1-TGE RNA interaction inhibition (C. elegans); AID 2280; inhibition, % at 5.96 µM; hit rate 0.44% among 320,000; purified GLD-1 + fluorescein TGE RNA, fluorescence polarization;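 active means percent inhibition above a per-plate cutoff, the plate mean of test compounds plus 3 SD, cut at about 30% in these data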;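 further: 0% = DMSO wells with GLD-1 and probe and 100% = wells lacking GLD-1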
Starred values were filed as active, the others as inactive; i = inactive; / = no result given. Outcome played no part in choosing rows. About 2.1% of those tested had a hit in this group.

SMILES | MEX-5 binding | GRK2 aptamer HTS | CR mimetic SO | AGP1-GFP MLPCN | VLA-4 inh | BCLXL inh | CIT2 TOR yeast | MCL1-BIM inh | GLD-1 TGE inh
CCOC(=O)c1c(C)[nH]c(C(=O)COC(=O)C2CC2C)c1C (centres undefined) | 1.6 | 1 | i | 104 | -1 | -1 | 99 | 2 | 3
CN(C)CC1CCCCC1OC(=O)/C=C/c1ccc(Cl)cc1Cl (centres undefined) | -0.2 | 0 | 124 | 100 | 18 | 1 | 102 | -8 | 0
CCCS(=O)(=O)N1CCC(C(=O)NCCc2ccccc2)CC1 | / | 3 | 102 | 101 | 9 | 2 | 95 | 1 | 1
Cc1cc(C)n(-c2ccc(C(=O)O)cc2[N+](=O)[O-])n1 | 1.6 | 0 | 86 | 109 | 23 | 3 | 97 | -2 | 5
Oc1ccccc1C1OCC2(CO1)COC(c1ccccc1O)OC2 (centres undefined) | 1.2 | 3 | 105 | 98 | 22 | 0 | 97 | 3 | -1
O=C1[C@H]2[C@@H](c3ccc(F)cc3)N3C(=O)N(c4ccc(C(F)(F)F)cc4)C(=O)[C@@]3(Cc3ccccc3)[C@H]2C(=O)N1C1CCCCC1 | 2.9 | 0 | 92 | 88 | 4 | 3 | 79 | 5 | 6
Cc1ccnc(SCCn2c(N3CCOCC3)nc3c2c(=O)[nH]c(=O)n3C)n1 | -6.0 | 0 | 102 | 112 | 7 | 4 | 102 | -3 | -3
COc1ccc(-c2cnnc(N/N=C/c3ccc(OC)c(OC)c3)n2)cc1 | -3.3 | 0 | 104 | 104 | -6 | 3 | 101 | 2 | 1
O=C(N=Nc1c(O)[nH]c2ccc(F)cc12)c1ccc(NS(=O)(=O)c2cccs2)cc1 | / | 2 | 89 | 107 | 18 | -3 | 104 | 0 | 6
CCN1C(=O)S/C(=C/c2cn(C)c3ccccc23)C1=O | 0.8 | 0 | 113 | 96 | 1 | 6 | 97 | -2 | -22
CN(C(=O)c1cccc(NC(=O)c2ccccc2)c1)C1CCCCC1 | -2.0 | 0 | 91 | 105 | -7 | -3 | 99 | 2 | 4
Cc1cccc(C(=O)NCC(=O)Nc2ccc(S(=O)(=O)Nc3nc(C)cc(C)n3)cc2)c1 | -1.4 | 1 | 106 | 99 | 34 | 1 | 98 | -5 | -5
O=C1CC2CCCN2C=C1I (centres undefined) | / | 0 | 113 | 115 | 14 | / | 109 | / | 12
O=C(NCc1ccccc1)c1ccc(S(=O)(=O)Nc2cccc(C(F)(F)F)c2)cc1 | -1.9 | 2 | 105 | 102 | 2 | 0 | 89 | -7 | -1
COc1ccc2ccccc2c1CN1CCSCC1 | -16 | 0 | 102 | 95 | 6 | / | 109 | / | /
CCOC(=O)c1c(-c2ccccc2)csc1NC(=O)c1ccc(S(=O)(=O)N2CCOCC2)cc1 | -2.0 | 0 | 115 | 98 | -4 | -3 | 99 | -1 | -4
Cc1cc(=O)oc2c(C)c(OC(C)C(=O)Nc3ccc(N4CCC(C)CC4)cc3)ccc12 (centres undefined) | 0.8 | 0 | 91 | 110 | 5 | 1 | 108 | 4 | -8
Cc1cc(C)cc(N(CC(=O)NC2CCCC2)C(=O)CCC(=O)Nc2cc(C)ccn2)c1 | -1.3 | 1 | 101 | 97 | 11 | -4 | 102 | -6 | 6
O=C(Nc1ccc(N2CCOCC2)cc1)Nc1cnsn1 | -5.0 | 4 | 97 | 99 | -2 | 8 | 88 | 14 | -4
Cc1cc(C)c(C#N)c(SCCS(=O)(=O)Cc2ccc(Cl)cc2)n1 | 0.9 | 0 | 92 | 104 | -6 | 11 | 116 | 9 | 0
Cc1ccc(S(=O)(=O)Nc2ccccc2CNc2cccc(C)n2)cc1 | 0.5 | 0 | 116 | 103 | 6 | 5 | 104 | 10 | 4
CCOC(=O)N1CCN(C(=O)c2nn(C)c3c2CSc2ccccc2-3)CC1 | 1.3 | 3 | 99 | 98 | -2 | 4 | 97 | 1 | 7
CC(C(=O)Nc1cc(Cl)cc(Cl)c1)N1CCCC1 (centres undefined) | 1.5 | 0 | 98 | 100 | -19 | 3 | 106 | 3 | 2
CN(Cc1cc2ccccc2[nH]c1=O)C(=O)COc1ccccc1 | -3.5 | 0 | 88 | 106 | -4 | 0 | 104 | -7 | 2
O=C(CSc1nnc(Cc2cccs2)n1-c1ccccc1)Nc1ccc2c(c1)OCCO2 | 2.6 | 1 | 97 | / | -1 | -2 | 94 | -3 | 3
Cc1cccc2c1cnn2C(=O)CCC(=O)NCC(C)c1ccccc1 (centres undefined) | -0.1 | 1 | 119 | 108 | 6 | 0 | 110 | -4 | 2
COc1ccccc1C(=O)OCC(=O)Nc1ccc(OC(F)F)cc1 | -1.0 | 0 | 102 | 101 | 17 | 3 | 106 | -3 | -8
CCOc1ccc(S(=O)(=O)N2CCOCC2)c2ccccc12 | 0.4 | 0 | 104 | 101 | 12 | 6 | 99 | 12 | 1
CCn1cc(CN2CCN(Cc3cccc(OC)c3)C(CCO)C2)c(C)n1 (centres undefined) | 0.0 | 0 | 83 | 98 | 15 | 3 | 103 | 17 | 9
Cc1ccc(C)c(S(=O)(=O)N2CCN(C(=O)CSC(=S)N3CCCC3)CC2)c1 | 1.4 | 4 | 102 | 101 | 2 | 2 | 91 | 1 | 0
Cc1ccc(NC(=O)C2CCN(S(=O)(=O)c3ccc4c(c3)NC(=O)C(C)S4)CC2)c(Cl)c1 (centres undefined) | 16 | 1 | 114 | 105 | -2 | -12 | 106 | -33 | -2
CC(Sc1nnc(N)s1)C(=O)NCc1ccc2c(c1)OCO2 (centres undefined) | / | 0 | 86 | 105 | -2 | 2 | 101 | 2 | 2
COc1ccc(NC(=O)C2=CCN(S(=O)(=O)c3ccccc3)CC2)cc1OC | -1.0 | 0 | 116 | 103 | 4 | -2 | 88 | 1 | -1
COc1ccc(C2CC(c3ccccc3)n3nc(NC(=O)c4cccs4)nc3N2)cc1 (centres undefined) | 0.9 | 2 | 99 | 113 | 2 | 6 | 103 | 6 | 5
O=C(Cn1cnc2c(nnn2-c2ccc(F)cc2)c1=O)N1CCCC1 | -3.0 | 0 | 91 | 86 | 6 | 0 | 85 | -2 | 6
O=C(COC(=O)c1cc([N+](=O)[O-])ccc1NCCO)c1ccc(Cl)cc1 | 0.1 | 2 | 88 | 100 | -15 | 4 | 104 | 9 | 4
CCN(CC)S(=O)(=O)c1cccc(C(=O)NC(C(=O)Nc2nnc(C3CC3)s2)C(C)C)c1 (centres undefined) | 0.8 | 0 | 88 | 106 | -6 | 0 | 105 | -2 | 9
O=C(CN(Cc1ccccc1)S(=O)(=O)c1ccc(Br)cc1)NCc1ccco1 | -0.3 | 0 | 94 | 106 | -4 | -1 | / | 3 | 3
Cc1nn2c(-c3ccccc3)ccnc2c1-c1ccccc1 | 1.4 | 0 | 108 | 100 | -3 | 6 | 101 | 3 | 0
Cc1ccn2c(=O)nc(SCC(=O)Nc3ccc4c(c3)OCCO4)nc2c1 | 2.4 | 1 | 86 | 101 | -25 | 0 | 107 | 1 | 1
CCOC(=O)C1=C(COC(=O)C(CC)Oc2ccccc2)NC(=O)NC1C (centres undefined) | 1.1 | 2 | 102 | 108 | -2 | -7 | 112 | -7 | 3
Cc1ccc(S(=O)(=O)N(C)C)cc1NC(=O)COC(=O)Cc1cccs1 | 0.0 | 3 | 119 | 107 | 2 | 5 | 96 | -8 | 0
Cc1ccc(NS(=O)(=O)c2ccc(Cl)s2)nc1 | 0.7 | 1 | 97 | 98 | -2 | 4 | 91 | 3 | 0
COc1cc(NC(=O)Cn2ncc3c2-c2ccccc2OC3)cc(OC)c1OC | 1.7 | 35 | 102 | 107 | -20 | 172* | 127 | 33 | 7
Cc1nc(CC(=O)NNS(=O)(=O)c2cccc(Cl)c2Cl)cs1 | / | 7 | 96 | 100 | 5 | / | 107 | / | 3
COc1ccccc1C(=O)NCCC(=O)Nc1ccc(C)cn1 | -1.3 | 0 | 114 | 84 | -3 | -3 | 96 | -1 | 6
COc1ccc(NC(=O)C2C3C=CC4(O3)C2C(=O)N(CCCN2CCCC(C)C2)C4C(=O)NC2CCCCC2)cc1 (centres undefined) | -1.7 | 0 | 113 | 94 | -8 | 3 | 100 | -7 | 9
CC(C)(C)c1ccc(OCC(=O)NCCN2CCCC2)cc1 | -1.5 | 0 | 102 | 101 | -1 | -5 | 101 | 2 | -1
Cc1ccc(-c2ccccc2NC(=O)CCl)o1 | -1.0 | 0 | 94 | 91 | 10 | 8 | 89 | 2 | 2
CCn1c(C)c(C(=O)c2ccccc2)c(C#N)c1C(=O)O | 0.2 | 0 | 91 | 96 | 2 | 3 | 102 | 3 | 6
Next results follow:
SMILES | MEX-5 binding | GRK2 aptamer HTS | CR mimetic SO | AGP1-GFP MLPCN | VLA-4 inh | BCLXL inh | CIT2 TOR yeast | MCL1-BIM inh | GLD-1 TGE inh
COc1ccc(C(=O)N/C(=C\c2cc(OC)c(OC)cc2[N+](=O)[O-])C(=O)NCC(=O)O)cc1 | -0.3 | 1 | 110 | 97 | 2 | 3 | 89 | -3 | 7
COC(=O)c1[nH]cnc1C(=O)c1ccccc1 | 3.9 | 0 | 84 | 92 | 1 | 0 | 102 | 3 | 8
CN(CCO)C1=CC(=O)CC(C)(C)C1 | / | 2 | 101 | 105 | 10 | -4 | 97 | -5 | 3
O=S(=O)(NCCN1CCOCC1)c1ccc(-c2ccc(S(=O)(=O)NCCN3CCOCC3)cc2)cc1 | 0.1 | 1 | 103 | 111 | 0 | 7 | 113 | -2 | 7
CC1CCCC(NC(=O)C2N(CCCN3CCCC3)C(=O)C3C(C(=O)Nc4ccc(Cl)cc4)C4C=CC32O4)C1C (centres undefined) | 1.5 | 1 | 96 | 104 | -3 | 10 | 105 | 12 | -5
COc1ccc(NC(=O)Nc2ccc3c(c2)C(=O)N([C@@H](C)CO)C[C@@H](C)[C@@H](CN(C)S(=O)(=O)c2cn(C)cn2)O3)cc1 | / | 2 | 134 | 94 | -6 | / | 84 | / | 4
CC1=CC(=O)N(c2ccn(C)n2)C1=O | 1.6 | 0 | 88 | 98 | 3 | 4 | 99 | 2 | 1
CCOC(=O)C(=O)NNc1cccc(C)c1C | -3.3 | 0 | 111 | 107 | -17 | 8 | 109 | 11 | -1
COc1ccc(C(=O)NCCc2ccc(C)cc2)cc1OC1CCN(C(C)=O)CC1 | -2.1 | 0 | 106 | 85 | 2 | 2 | 85 | 6 | 8
CC(/C=N/NC(=O)c1cccs1)=C\c1ccco1 | -4.3 | 0 | 109 | 92 | -5 | 4 | 89 | -1 | -2
CCOC(=O)C1CCN(C(=O)Nc2ccc(NC(=O)C3CCN(C(=O)OCC)CC3)cc2)CC1 | -0.7 | 0 | 104 | 97 | 7 | 2 | 96 | 9 | 9
C#CCOc1c(Br)cc(/C=N/O)cc1OCC | -0.6 | 0 | 96 | 96 | 13 | 9 | 107 | 7 | 5
O=C(O)c1ccc(NCc2ccncc2)cc1 | 1.5 | 0 | 120 | 93 | 9 | 1 | 89 | 8 | -2
Cc1ccn2c(=O)c(C(=O)O)cnc2c1 | -0.3 | 1 | 93 | 90 | 8 | 7 | 87 | 7 | 1
Cc1cccc(NC2=NCC(=O)N2Cc2cccs2)c1 | -0.4 | 1 | 97 | 105 | 7 | 6 | 104 | 2 | -7
